Assay outcomes (PubChem)
ALOX12 inh: ALOX12 (human) lipoxygenase inhibition; P18054; purified 12hLO, xylenol orange hydroperoxide absorbance; Potency, µM (titrated, usually from 108 µM), for inactives: top-dose activity change, negative = inhibition, actives largely listed as inhibitors; 1.1% of 580,000 active; AID 1671190; active = well fitted inhibition curve with a large enough effect; inconclusive = small, poorly fitted or top-dose-only effect, or another doubt; inactive = no such curve, though single readings can be large or run the other way
Target sequence (P18054 whole entry, looked up): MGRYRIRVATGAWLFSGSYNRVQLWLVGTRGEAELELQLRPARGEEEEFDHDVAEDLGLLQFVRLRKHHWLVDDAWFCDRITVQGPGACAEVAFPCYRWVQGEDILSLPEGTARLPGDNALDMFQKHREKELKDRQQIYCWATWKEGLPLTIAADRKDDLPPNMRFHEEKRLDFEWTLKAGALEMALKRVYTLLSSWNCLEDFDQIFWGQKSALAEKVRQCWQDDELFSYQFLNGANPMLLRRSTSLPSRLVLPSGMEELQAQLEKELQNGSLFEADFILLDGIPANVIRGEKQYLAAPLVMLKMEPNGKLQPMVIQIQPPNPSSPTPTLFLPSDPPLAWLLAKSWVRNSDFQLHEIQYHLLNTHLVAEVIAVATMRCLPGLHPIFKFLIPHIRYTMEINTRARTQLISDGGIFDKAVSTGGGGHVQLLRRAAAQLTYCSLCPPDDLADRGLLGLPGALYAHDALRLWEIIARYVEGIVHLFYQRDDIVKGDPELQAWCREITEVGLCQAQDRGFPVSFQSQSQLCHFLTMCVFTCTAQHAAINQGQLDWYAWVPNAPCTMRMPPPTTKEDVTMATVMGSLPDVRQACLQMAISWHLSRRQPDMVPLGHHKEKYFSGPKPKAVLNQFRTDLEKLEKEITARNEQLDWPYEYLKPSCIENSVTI
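Hydroperoxide product was detected by ferrous iron/xylenol orange as the 573 to 405 nm absorbance ratio. Arachidonic acid at 40 uM (final) was turned over for 30 min at room temperature by 150 nM human 12hLO, pH 7.0 Hepes buffer, after 15 min compound preincubation.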
* marks the source's active call; other numbers are inactive results; u = inconclusive; [ ] = another dose, or the depositor's remark. % is set by controls: 0 for no effect and ±100 for the full control effect; potency is the fitted concentration of half-maximal effect. An excerpt; the hit share may differ from the screen's.

SMILES | ALOX12 inh
COCc1nnc(NC(=O)CCn2ccc3cc(OC)ccc32)s1 | -1%
Cc1ccc(CN(C)Cc2ccc(C#N)cc2)o1 | -1%
O=C(Cc1c[nH]c2ncc(-c3cccc(OC(F)(F)F)c3)cc12)NCc1cccnc1 | -29%[176 µM]
O=C(Nc1nnc(Cc2ccccc2)s1)c1nn(Cc2ccccc2)c(=O)c2ccccc12 | 0%
O=C1CC2(CCN(C(=O)CCn3ccccc3=O)C2)C(=O)N1 (stereo unspecified) | 2%
CN(C)c1ccc(C(=O)N[C@H]2C[C@H]3C(=O)NC[C@@H](CCC(=O)NCc4ccccc4)N3C2)cc1 | -23%
CC1CCN(Cc2ccc(CNc3ncccc3C#N)cc2)CC1 | 0%
Cc1cn2nc(C(=O)Nc3ccc(F)c(C)c3)cc2c(N2CCSCC2)n1 | 50%[activator]
O=C(NC(CC1=CCCCC1)c1ccccc1)C(F)(F)F (stereo unspecified) | 1%
Fc1cc(Br)ccc1OCc1cc(-c2cccs2)on1 | u
COc1ccc(/C=C/c2nnc(Cc3ccccc3)o2)cc1 | 28%
Cc1cc(=S)n2ccccc2n1 | 20%
Cc1ccccc1CN1CCN2C(C(=O)NCC3CCOCC3)=COC2=NC1=O | -18%
Cc1cccc(Nc2nnc(SCC(=O)N3CCOCC3)s2)c1C | -4%
N#CCN(C(=O)c1cc2c(F)cccc2s1)C1CC1 | u
CCc1c(C(=O)N2CCCN(C)C3(CCN(C)CC3)C2)csc1C | 19%
CCC(Sc1nc2nccnc2c(=O)n1Cc1ccccc1)C(=O)Nc1cc(C)ccc1OC (stereo unspecified) | u
CC(=O)N1CCC(OCCOc2ccccc2)CC1 | 18%
O=C(CSc1nnc2ccc(-c3cccs3)nn12)N1CCOCC1 | 4%
CNC(=O)C1(NC(=O)c2ccc(CCC(C)(C)O)cc2)CCCCC1 | -19%
O=C(Nc1cc(C(=O)Nc2ccc(S(=O)(=O)O)cc2)cc(C(=O)Nc2ccc(S(=O)(=O)O)cc2)c1)Nc1cc(C(=O)Nc2ccc(S(=O)(=O)O)cc2)cc(C(=O)Nc2ccc(S(=O)(=O)O)cc2)c1 | 0%
O=C(Cn1nnc(-c2ccccc2Cl)n1)N1CCCC1c1ccc2c(c1)OCCO2 (stereo unspecified) | -54%
COc1ccccc1OCCNC(=O)C1N(C(C)C)C(=O)C12CCCC2 (stereo unspecified) | 10%
N#Cc1cccc(C(=O)N2CCC(n3cc(-c4nc(C5CC5)no4)nn3)C2)c1 (stereo unspecified) | 5%
O=C(CC1C(=O)NCCN1Cc1ccccc1)NC1C2CC3CC(C2)CC1C3 (stereo unspecified) | 78%[activator]
CCOc1ccc2c(n1)CCN(C(=O)c1ccc(OC)nc1OC)C2 | -4%
COCCn1c(=O)c(-c2cn(C)c3ccccc23)nc2cnc(Oc3cccc(Cl)c3)nc21 | 116%[activator]
O=C(NCc1nncn1C1CCCCC1)C1NCCc2[nH]cnc21 (stereo unspecified) | 134%[activator]
Cc1ccc(C(=O)N2CCN(C3CCN(C)C3=O)CC2)cc1C (stereo unspecified) | 2%
CC(c1nc2ccccc2s1)N(C)C(=O)c1cccc(S(=O)(=O)Nc2ccc(Cl)cc2)c1 (stereo unspecified) | u
N#C/C(=C/c1ccsc1)c1ccc(C(F)(F)F)cn1 | 0%
CCCCC/C=C\C\C=C/C=C/C=C/[C@@H](SCC(NC(C)=O)C(=O)O)[C@@H](O)CCCC(=O)O (stereo partly specified) | -1%[2.23 µM]
COc1ccccc1C(=O)NC1=Nc2ccccc2N=C(C)C1c1ccccc1 (stereo unspecified) | -19%
Cc1ccc(O)c(CN2CC[C@@H](c3ccc(F)cc3)[C@H](O)C2)c1 | -7%
NC(=O)[C@@H]1CCCN1C(C(=O)O)c1cn(CCC(=O)O)c2cc(F)ccc12 (stereo partly specified) | -41%
CCCC(=O)Nc1ccc(S(=O)(=O)NCCn2nc(-c3ccccc3)ccc2=O)cc1 | 53%[activator]
Cc1ccc(CN(C)C(=O)CSc2nc3ccccc3o2)o1 | -22%
CN1CCN(C(C#N)c2ccc(O)cc2)CC1 (stereo unspecified) | 13%
CC(C)NC(=O)NC(=O)C(C)N(C)Cc1ccccc1 (stereo unspecified) | u
COc1ccc(CNC(=O)c2cc3c(N4CCSCC4)nc(C)cn3n2)c(OC)c1 | -10%
O=C(c1ccccc1Cl)N1CCC(n2c(=O)[nH]c3ccccc32)CC1 | -21%
CCc1ccc(C(=O)NCc2ccco2)o1 | u
CCOc1ccccc1-n1nnc2c(=O)n(Cc3nc(-c4ccc(OC)cc4OC)no3)cnc21 | -29%
COc1cc(NC(=O)c2c(OC)cc(=O)n3c2CCCC3)cc(OC)c1OC | 17%
CCOc1ccc(C2C(C#N)=C(N)OC(C(C)(C)C)=C2C#N)cc1OCC (stereo unspecified) | u
COc1ccc(S(=O)(=O)N2CCN(C)CC2)cc1NC(=O)c1ccc(CN2CCCC2=O)cc1 | 46%[activator]
CN(CC(=O)Nc1ccc2[nH]c(=O)[nH]c2c1)Cc1ccccc1N1CCCCC1 | -2%
O=C1CCN(Cc2ccc(F)cc2F)CCCOCCN1 | 0%
CCc1cccc(CC)c1NC(=O)COC(=O)c1ccc2ccccc2n1 | 6.3µM*
CCCn1c(C)cnc1CC1CCN(C(=O)c2c(C)noc2C)CC1 | 15%
Remaining list, next part.
SMILES | ALOX12 inh
CN1CCN(Cc2cccc(OCC(O)CN3CCOCC3)c2)CC1(C)C (stereo unspecified) | 73%[activator]
O=C(CCc1nc2ccccc2[nH]1)N1CCC(c2noc(-c3ccncc3)n2)C1 (stereo unspecified) | 37%[activator]
CC(Sc1ccc(C(F)(F)F)cn1)C(=O)Nc1ccc(F)cc1 (stereo unspecified) | -29%
CC(=O)c1ccccc1NC(=O)c1ccccc1-c1ccccc1 | 0%
CCCc1c(-c2cccc(Br)c2)ncn1Cc1cccc(-c2ccccc2)c1 | 3.5µM*
CN(CC(=O)Nc1cc(Cl)ccc1F)Cc1ccccc1N1CCCCC1 | 11%
COc1cccc(-c2cc(C3CCN(S(=O)(=O)c4ccc(C#N)cc4)CC3)[nH]n2)c1 | 16%
O=C(CCCc1c[nH]c2ccccc12)NCc1ccc(F)cc1 | -42%
Cc1ccsc1C(=O)NC1CCN(c2cc(C(F)(F)F)ncn2)CC1 | 7%
O=C(/C=C/c1cccs1)c1ccc(O)cc1 | 50%[activator]
O=C(c1cnc(C2CC2)nc1)N1C[C@@H](CN2CCCCCC2)[C@@H](CO)C1 | 50%[activator]
O=S1(=O)N[C@H](Cc2ccccc2)COc2cccc(N3CCSCC3)c21 | 15%
COC(=O)N[C@H](C(=O)N[C@@H](Cc1ccccc1)[C@@H](O)CN(Cc1ccc(-c2ccccn2)cc1)NC(=O)[C@@H](NC(=O)OC)C(C)(C)C)C(C)(C)C | -17%[57.4 µM]
CNc1nc(-c2ccc(NS(C)(=O)=O)cc2)cs1 | u
O=C(COc1ccccc1)Nc1nc(-c2ccc(S(=O)(=O)N3CCCC3)cc2)cs1 | -18%
CCc1ccc(C(=O)C(C)OC(=O)c2ccc(CO)cc2)cc1 (stereo unspecified) | u
COC(=O)C1CN(Cc2cn(CCC3OCCO3)nn2)CCS(=O)(=O)N1Cc1ccc(OC)cc1 (stereo unspecified) | u
Nc1nnnn1Cc1nnc(SCc2c(F)cccc2Cl)n1-c1ccccc1 | 33%[activator]
COC(=O)C1=C(C)N(Cc2ccccc2C(F)(F)F)C(=NCc2ccc3c(c2)OCO3)NC1c1ccc(F)cc1 (stereo unspecified) | u
Cc1ccc(OCC(=O)Nc2ccc3c(C)cc(=O)oc3c2)cc1C | 5%

Part of the list above in a different format:
| structure | ALOX12 inh |
| --- | --- |
| COC(=O)C1CN(Cc2cn(CCC3OCCO3)nn2)CCS(=O)(=O)N1Cc1ccc(OC)cc1 (stereo unspecified) | u |
| Nc1nnnn1Cc1nnc(SCc2c(F)cccc2Cl)n1-c1ccccc1 | 33%[activator] |
| COC(=O)C1=C(C)N(Cc2ccccc2C(F)(F)F)C(=NCc2ccc3c(c2)OCO3)NC1c1ccc(F)cc1 (stereo unspecified) | u |
| Cc1ccc(OCC(=O)Nc2ccc3c(C)cc(=O)oc3c2)cc1C | 5% |

Next section
SMILES | ALOX12 inh
O=C(CSc1nnc(-c2ccc(F)cc2)n1CC1CCCO1)Nc1ccc(CN2CCCC2)cc1 (stereo unspecified) | 31%
Cc1cccc(CN2CCN(C3CN(Cc4cn(Cc5ccc(Cl)cc5)nn4)S(=O)(=O)C3)CC2)c1 (stereo unspecified) | u
CCCC(CCC)C(=O)Nc1cccc(C(=O)NCC(C)C)c1 | 4%
CCCc1c(-c2cccc(Cl)c2)ncn1Cc1cccc(-c2ccccc2)c1 | u
CN(Cc1ccccc1)C(=O)CSc1nnc(COc2ccc(Cl)cc2)n1C | u
COCCOC1CCOC2(CCN(C(=O)c3ccoc3)CC2)C1 (stereo unspecified) | -13%
OC1(c2cccc(C(F)(F)F)c2)CCN(Cc2nc(COc3ccccc3)no2)CC1 | 30%[activator]
COCCCNC(=O)N1CCCC(COc2ccccc2C(=O)N2CCCCC2)C1 (stereo unspecified) | 1%
COc1cccc2c1OCC(Cc1cccc(N3CCNCC3)c1)C2 (stereo unspecified) | 114%[activator]
O=C(Cc1coc2cc3c(cc12)CCC3)OCc1cccc([N+](=O)[O-])c1 | u
COc1ccc2nc3n(c2c1)[C@@H](CNC1CCOCC1)COC3 | -1%[176 µM]
COCCn1c(=O)c(CCc2ccccc2)nc2cnc(Oc3ccccc3)nc21 | 8%
c1ccc(CCNc2nc(Nc3ccccc3)c3nccnc3n2)cc1 | -53%
Cc1ccc(NCC(=O)N2CCN(S(=O)(=O)c3ccc4ccccc4c3)CC2)cc1F | -11%
COc1cccc(C2C3=C(COC3=O)Nc3c2c(=O)n(C)c(=O)n3C)c1OC (stereo unspecified) | u
COc1ccc(CNc2oc(-c3ccco3)nc2C#N)cc1 | u
O=C(Nc1ccc(CC(=O)N2CCOCC2)cc1)c1ccc(Cl)cc1 | 21%
Cn1nc(C(C)(C)C)cc1NC(=O)C(C)(C)Oc1ccc(Cl)cc1 | -6%
CN(C)CCN1CCN(C2CN(Cc3cn(Cc4ccc(C(F)(F)F)cc4)nn3)S(=O)(=O)C2)CC1 (stereo unspecified) | u
Cc1ccc(NC(=O)CN2C(=O)NC3(CCC(C)CC3)C2=O)cc1F (stereo unspecified) | -11%

A few values from the list.
In ALOX12 inh, Cc1ccc(NCC(=O)N2CCN(S(=O)(=O)c3ccc4ccccc4c3)CC2)cc1F has the entry -11%
In ALOX12 inh, c1ccc(CCNc2nc(Nc3ccccc3)c3nccnc3n2)cc1 has the entry -53%

(listing goes on)
SMILES | ALOX12 inh
O=C(COc1ccc(S(=O)(=O)NC2CCCC2)cc1)NCc1ccncc1 | 17%
CN1CCN(Cc2nnc(C3CCN(C(=O)C4(N)CC4)CC3)n2C)CC1 | u
CC1(COc2cccnc2)COc2ccc(C(=O)Nc3cccc(Cl)c3)cc2N1 (stereo unspecified) | 13%[176 µM]
COc1ccccc1C(=O)NC1=C(C)Nc2ncnn2C1c1c[nH]c2ccccc12 (stereo unspecified) | -1%
O=C(Nc1ccc(Cn2cncn2)cc1)c1csc(NCc2ccccc2)n1 | 38%[activator]
Cc1ccc(OC2(C(=O)NCc3ccccc3-n3ccnc3)CCNCC2)cc1 | 25%
O=C([C@@H]1C[C@H](Oc2cccnc2)CN1C(=O)Cn1c(=O)oc2ccccc21)N1CCCC1 | 22%
CC1(C(=O)NCc2ccccc2)CSCC(=O)N1Cc1cccc(C(F)(F)F)c1 (stereo unspecified) | u
O=c1c2c(CO)c(-c3ccc(F)cc3)nn2ccn1Cc1ccccc1Cl | 61%[activator]
CC(C)[C@@H]1CC[C@@H](C)C[C@H]1O | 9%

Some of these compounds in order of molecular weight, ascending.
SMILES | ALOX12 inh
CC(C)[C@@H]1CC[C@@H](C)C[C@H]1O | 9%
CN1CCN(Cc2nnc(C3CCN(C(=O)C4(N)CC4)CC3)n2C)CC1 | u
O=C(Nc1ccc(Cn2cncn2)cc1)c1csc(NCc2ccccc2)n1 | 38%[activator]
COc1ccccc1C(=O)NC1=C(C)Nc2ncnn2C1c1c[nH]c2ccccc12 (stereo unspecified) | -1%
CC1(COc2cccnc2)COc2ccc(C(=O)Nc3cccc(Cl)c3)cc2N1 (stereo unspecified) | 13%[176 µM]
CC1(C(=O)NCc2ccccc2)CSCC(=O)N1Cc1cccc(C(F)(F)F)c1 (stereo unspecified) | u
O=C([C@@H]1C[C@H](Oc2cccnc2)CN1C(=O)Cn1c(=O)oc2ccccc21)N1CCCC1 | 22%

(next part)
SMILES | ALOX12 inh
COCCN1CCC2(C1)CN(C)c1ccc(C(=O)Nc3ccc(OC)cc3)cc12 (stereo unspecified) | 21%[176 µM]
OC(c1ccccc1)(c1ccccc1)C1CCN(CCCOc2ccc(-c3ccc(F)cc3F)cc2)CC1 | 40µM*
Cc1nc(C)c(C(=O)C2=C(O)C(=O)N(CCN3CCOCC3)C2c2ccc(Cl)cc2)s1 (stereo unspecified) | u
O=C(N[C@H]1CO[C@H]2[C@@H]1OC[C@@H]2n1nnnc1Oc1ccccc1)C1CC1 | -14%[176 µM]
Cc1ccc2c(c1)-c1nc3ccccc3cc1/C2=C\c1ccncc1 | 5%
COc1cccc(Cn2c(=O)c(CCc3ccccc3)nc3cnc(N4CCN(C)CC4)nc32)c1 | u
CC(C)CN1CCc2[nH]cnc2C12CCN(C(=O)c1n[nH]c3c1CCC3)CC2 | 23%
CCC(=O)N1CC(n2cc(C(=O)NCC3CC3)nn2)C1 | -8%
Cc1ccc(C(=O)N2CCC3(CC2)N=C(c2ccccc2)NO3)cc1F | 4%
Cc1ccccc1C(=O)Nc1ccnn1C1CCN(C(=O)C2(C(N)=O)CC2)CC1 | 23%
